TbMetRS inhib – Trypanosoma brucei MetRS inhibition | purified T. brucei MetRS, ATP depletion, Kinase-Glo luminescence | inhibition, % at 11.9 µM | actives 0.4% (n = 360,000) | AID 624268;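 active means inhibition above a per-plate cutoff of the control wells' mean inhibition plus 3 SD, cut at about 5.5% in these data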;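 further: 0% = DMSO wells median and 100% = median of wells with control inhibitor compound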
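Material: T. brucei methionyl-tRNA synthetase, purified; reagent: substrates ATP, L-methionine and bulk Escherichia coli tRNA; dosing: 11.9 µM single point; timing: 15 min plus 2 h at 25 °C; detection: luminescence of leftover ATP; evaluation: % inhibition; control set: DMSO-only wells as low control; replicates: singlicate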
STEP block – inhibitors of human striatal-enriched phosphatase STEP; AID 588621; actives 0.25% (n = 360,000); inhibition, % at 20 µM; P54829; recombinant STEP, OMFP fluorogenic substrate, fluorescence;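 active means inhibition at 20 µM, scaled per plate between control wells, above about 37%, limit read from the data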;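 further: 0% = DMSO with enzyme and substrate and 100% = substrate only without enzyme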
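material = STEP tyrosine phosphatase | reagent = fluorogenic phosphatase substrate OMFP at 25 µM final | doses = single compound dose of 20 µM, 1% DMSO final | schedule = 20 min reaction, room temperature, in the dark | measured by = fluorescence, 480/540 nm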
LMPTP inh – LMPTP (human) inhibition; actives 0.22% (n = 360,000); inhibition, % at 20 µM; P24666; recombinant LMPTP-A, OMFP fluorogenic substrate, fluorescence intensity; AID 651560;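 active means compounds that cut the enzyme signal by at least half of the control window in the single-dose screen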;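 further: plate controls were DMSO wells with enzyme plus substrate for no effect and substrate without enzyme for full effect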
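Assay system: LMPTP-A, protein tyrosine phosphatase of low molecular weight / Medium: pH 6.0 Bis-Tris buffer with DTT and Triton X-100 / Schedule: 50 min enzyme reaction at room temperature, protected from light / Measured by: endpoint fluorescence intensity from OMFP dephosphorylation / Read-out basis: % inhibition relative to no-enzyme and uninhibited control wells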
DNMT1 block – DNMT1 (human) enzyme inhibition | P26358 | DNMT1 molecular beacon, Hinp1I cleavage, fluorescence | inhibition (reported as % activation of signal), % at 10 µM | AID 588458 | actives 0.83% (n = 360,000); in the data active means inhibition above about 50%
NadD inh – blocks S. aureus nicotinate mononucleotide adenylyltransferase | purified NadD enzyme, colorimetric absorbance read-out | inhibition, % at 20 µM | actives 0.78% (n = 360,000) | AID 602399; in the data active means inhibition above about 26%; further: some compounds past the cut are filed as inactive
Scp-1 inhibitor – inhibitors of human Scp-1 phosphatase; inhibition, % at 20 µM; AID 493091; Q9GZU7; Recombinant Scp1, phosphopeptide, malachite green phosphate absorbance; actives 0.88% (n = 340,000);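 active means inhibition above about 50% at 20 µM, limit read from the data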;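 further: plate controls were DMSO wells with enzyme for no effect and wells lacking enzyme for full effect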
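Material – SCP-1 phosphatase catalytic domain, residues 76-261 · Buffer or medium – Acidic Tris acetate buffer with magnesium and detergent · Also added – Phospho 17-mer peptide substrate · Compound – single 20 µM dose, 1% DMSO · Times – 45 min room-temperature reaction, 5 min colour, 30 min stabiliser · Technique – Phosphate-binding colour reagent, absorbance read at 630 nm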
Neddyl block – blocks human cullin neddylation | TR-FRET cullin neddylation, biochemical | AID 651699 | calls only at 25 µM | P61081+Q13564 | actives 0.58% (n = 360,000); in the data active means inhibition above about 36%
SKN-1 inh – blocks SKN-1 activity in C. elegans. C. elegans VP596 Pgst-4::GFP/RFP ratio, acrylamide-induced, 24 h. inhibition, % at 21.8 µM. actives 0.49% (n = 360,000);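 active means interference check ratio from 0.5 to 1.5 plus GFP to RFP signal ratio inhibition reaching or exceeding a fixed threshold, cut at about 30% in these data, passing the limit was not always enough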; further: some compounds called inactive have numbers as strong as hits
NRP1-CendR mod – NRP-1/CendR interaction modulation; O14786; FAM-RPARPAR peptide binding to NRP-1, fluorescence polarization; inhibition, % at 25 µM; actives 0.85% (n = 360,000); AID 602438;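 active means inhibition or corrected inhibition above about 18%, plus a signal ratio from 0.5 to 1.5, limit read from the data, passing the limit was not always enough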; further: strong numbers were not always called active
Target sequence (O14786 whole entry, looked up): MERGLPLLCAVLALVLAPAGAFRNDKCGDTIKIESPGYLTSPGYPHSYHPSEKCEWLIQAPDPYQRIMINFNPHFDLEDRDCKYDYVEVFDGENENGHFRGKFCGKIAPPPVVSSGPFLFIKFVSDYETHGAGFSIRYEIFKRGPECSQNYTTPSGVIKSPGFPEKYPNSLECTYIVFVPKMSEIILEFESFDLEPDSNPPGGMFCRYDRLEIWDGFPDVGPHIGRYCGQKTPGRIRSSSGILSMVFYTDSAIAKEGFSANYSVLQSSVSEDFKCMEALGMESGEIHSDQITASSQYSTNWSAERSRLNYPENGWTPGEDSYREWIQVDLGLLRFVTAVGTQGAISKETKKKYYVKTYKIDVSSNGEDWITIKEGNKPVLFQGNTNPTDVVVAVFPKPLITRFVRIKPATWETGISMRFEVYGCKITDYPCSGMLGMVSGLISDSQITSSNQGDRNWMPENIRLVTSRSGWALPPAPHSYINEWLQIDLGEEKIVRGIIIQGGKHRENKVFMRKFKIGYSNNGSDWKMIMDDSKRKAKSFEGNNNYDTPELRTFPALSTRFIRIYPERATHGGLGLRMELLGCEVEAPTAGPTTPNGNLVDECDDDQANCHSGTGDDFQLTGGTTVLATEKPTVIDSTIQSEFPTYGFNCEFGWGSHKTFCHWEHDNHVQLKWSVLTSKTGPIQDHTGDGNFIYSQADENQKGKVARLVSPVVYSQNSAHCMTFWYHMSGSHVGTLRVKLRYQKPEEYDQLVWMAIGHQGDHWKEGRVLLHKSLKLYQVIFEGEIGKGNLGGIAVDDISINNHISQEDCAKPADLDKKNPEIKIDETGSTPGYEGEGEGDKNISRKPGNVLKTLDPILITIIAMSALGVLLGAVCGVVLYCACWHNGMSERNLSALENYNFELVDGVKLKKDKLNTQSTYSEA
SUMO1-SIM PPI – SUMO1-SIM interaction modulation. AID 602429. inhibition, % at 20 µM. SUMO1 binding to a labelled peptide, TR-FRET, 1 h. actives 0.33% (n = 360,000); in the data active means inhibition above about 37%
Target sequence (P63165 whole entry, looked up): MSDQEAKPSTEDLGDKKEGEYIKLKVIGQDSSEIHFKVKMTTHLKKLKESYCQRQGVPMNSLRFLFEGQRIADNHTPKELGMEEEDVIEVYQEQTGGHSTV
Numbers without * were called inactive; i = inactive; . = not tested or not shown.

SMILES | TbMetRS inhib | STEP block | LMPTP inh | DNMT1 block | NadD inh | Scp-1 inhibitor | Neddyl block | SKN-1 inh | NRP1-CendR mod | SUMO1-SIM PPI
CC(C)(C)c1cc(C(=O)NC2CC2)n(Cc2ccc(F)cc2)n1 | -0.8 | 0 | 0.0 | 1 | -5 | 8 | i | 6 | -10 | -6
Cc1nc2ncnn2c(N2CCN(S(=O)(=O)c3ccc(Br)cc3)CC2)c1C | -0.2 | 1 | 1.0 | 2 | 4 | 1 | i | 8 | 4 | 2
CC(C)Cc1nc2oc3c(Cl)ncnc3c2c2c1CCCC2 | -0.6 | 3 | 2.2 | 9 | -4 | -11 | i | -7 | -7 | 4
O=C(c1ccccc1-c1ccccc1)N1CCCC1 | -0.4 | 2 | -1.6 | 2 | -2 | 6 | i | -49 | -13 | -4
O=C(/C=C/Nc1ccc(Oc2ccccc2Cl)cc1)c1ccco1 | 0.3 | 5 | 4.3 | 0 | 9 | -4 | i | 18 | 0 | -6
CC1CN(S(=O)(=O)c2cccc(C(=O)N=c3sccn3C)c2)CC(C)O1 (stereo not drawn) | -0.6 | 2 | 0.6 | 0 | -4 | 3 | i | 7 | -3 | 6
CC1CC(C)CN(C(=S)Nc2ccc(OC(F)F)cc2)C1 (stereo not drawn) | -0.5 | 2 | -0.2 | -1 | -1 | 3 | i | 6 | 14 | -1
C=CCN(Cc1nc(-c2ccccc2)no1)C(=O)c1ccc2c(c1)OCO2 | -1.0 | -2 | 1.0 | 1 | -7 | -10 | i | 20 | 15 | 3
O=C(C[C@@H]1C/C=C\C[C@H](NC(=O)OCC2c3ccccc3-c3ccccc32)C(=O)OC[C@@H]2CCCN2C1=O)N[C@H](CO)Cc1ccccc1 | -0.1 | 1 | 2.9 | -5 | -4 | 4 | i | 21 | 5 | -3
CCOC(=O)c1ccc(NC(=O)NCc2ccncc2)cc1 | -0.1 | -1 | -1.5 | -1 | -3 | 0 | i | -26 | 2 | 3
COc1cc(/C=N/NC(=O)c2cccnc2)ccc1OC(=O)c1cc(OC)c(OC)c(OC)c1 | 0.3 | 1 | -0.7 | -1 | -2 | 4 | i | 8 | 9 | -6
COc1ccc(OC)c(S(=O)(=O)N(C)CC(=O)Nc2cc(Cl)ccc2OC)c1 | 0.0 | -2 | 1.6 | 2 | -2 | -12 | i | -12 | 0 | 3
C=CCNC(=O)c1oc2ccc(S(=O)(=O)N3CCC4(CC3)OCCO4)cc2c1C | 0.9 | 2 | 0.5 | 1 | 1 | -7 | i | 9 | -2 | 4
CSc1ccc(C(=O)NCC(c2ccco2)N(C)C)cc1[N+](=O)[O-] (stereo not drawn) | -0.4 | 0 | 0.7 | -1 | 0 | -3 | i | -14 | 2 | -36
Cc1cccc(C)c1-n1c(C)cc(/C=N\NC(=O)CC(=O)NC2CCCCC2)c1C | -1.2 | 1 | -1.2 | 1 | 6 | 9 | i | -2 | -7 | -3
O=C(Cn1nc(Cc2cccnc2)c2ccccc2c1=O)N1CCN(C(=O)c2ccco2)CC1 | -0.1 | 0 | -0.1 | -3 | 4 | -19 | i | -8 | 1 | 8
Cc1ccccc1-n1c(SCC(=O)N2CCN(c3ccccc3)CC2)nnc1-c1ccncc1 | 0.0 | 3 | -2.2 | -3 | -4 | -7 | i | -1 | -1 | 3
CC1(C)O[C@@H]2[C@H](O1)[C@@H](COS(=O)(=O)O)O[C@H]2n1ccc(=O)[nH]c1=O | 0.4 | -2 | -2.6 | 2 | -5 | -2 | i | -3 | 5 | 3
O=C(CSCC(=O)N1CCOCC1)Nc1nc(-c2ccc3c(c2)OCO3)cs1 | -0.3 | 0 | -1.4 | 0 | 0 | 10 | i | -1 | -4 | -1
CN(C(=O)c1cccc(NC(=O)Cc2ccc(NC(=O)C3CCCN(C(=O)CCc4ccccc4)C3)cc2)c1)C1CCCC1 (stereo not drawn) | -0.2 | 2 | 2.4 | -6 | 5 | -4 | i | 3 | -13 | 11
CCOC(=O)c1[nH]c2ccccc2c1NC(=S)Nc1ccccc1 | 0.0 | 10 | 0.7 | -2 | 3 | -13 | i | -8 | -12 | -11
Cn1cccc1CC(=O)N/N=C/c1cccc2ccccc12 | -0.9 | 2 | 2.8 | -13 | 2 | 3 | i | 21 | 2 | -4
CCCCNC(=O)c1ccc(CS(=O)(=O)c2ccc(C)cc2)o1 | -0.8 | 2 | -0.9 | 9 | 2 | 11 | i | 11 | -6 | 4
CCN(CC)CCN(C(=O)c1ccc(C(=O)c2ccccc2)cc1)c1nc2cc3c(cc2s1)OCO3 | -0.2 | -1 | -0.4 | 0 | 3 | 7 | i | 9 | 8 | 0
COc1ccc(CN2CCN(CC=C(C)C)C(CCO)C2)cc1Cn1cncn1 (stereo not drawn) | -1.2 | -2 | 0.1 | 0 | -3 | 5 | i | -12 | 14 | 4
Cc1ccc(S(=O)(=O)N(C)/N=C/C=C/c2ccccc2)cc1 | -0.9 | -1 | -0.7 | -6 | -2 | 9 | i | -5 | 23 | -4
CCN(CC(=O)NCc1ccc(F)cc1)C(=O)COc1ccccc1[N+](=O)[O-] | 0.0 | 4 | -0.8 | 3 | 3 | -7 | i | 20 | -2 | -6
CCOC(=O)C1CCN(C(=O)c2cc3cc(C)ccc3[nH]2)CC1 | -0.3 | 1 | -0.9 | 2 | -6 | -8 | i | 13 | 7 | 5
CCc1nc2c(OCc3ccc(C#N)cc3)cccn2c1N(C)C(=O)c1ccco1 | -0.3 | -2 | -0.7 | 3 | 0 | . | i | 17 | 2 | -3
Nn1c(COc2ccccc2)nnc1SCC(=O)O | 0.6 | 0 | -0.5 | 3 | 1 | -7 | i | 12 | 10 | -1
C=CCn1c(Cc2ccc(OC)cc2)nnc1SCC(=O)c1cccc([N+](=O)[O-])c1 | -0.9 | 6 | 0.4 | 0 | 5 | 5 | i | 4 | -4 | -29
CCOc1ccc(CCN2C(=O)C(=O)N([C@@H](Cc3ccc(O)cc3)CN3CCC[C@H]3CN3C(=O)C(=O)NC[C@@H]3Cc3ccc(O)cc3)C[C@@H]2Cc2ccccc2)cc1 | -1.2 | . | 3.1 | . | 21 | . | i | 2 | 4 | 2
COc1ccc(C(=O)N2CCN(S(=O)(=O)c3ccc(F)cc3)CC2)cc1OC | -0.6 | -3 | -0.4 | 7 | -4 | -6 | i | 11 | 6 | -3
CN(CC(=O)Nc1ccc(F)cc1)CC(=O)N1CCc2ccccc21 | -0.3 | -1 | -0.2 | -2 | -3 | -3 | i | -3 | -4 | 9
CCCn1c2ccccc2c2nnc(SCC(=O)OCC)nc21 | -1.3 | -2 | -0.5 | -1 | -1 | 0 | i | -12 | 1 | -16
CCn1c(-c2ccccc2)c(C(=O)O)c2ccccc21 | -0.6 | 5 | 0.5 | -3 | -2 | -17 | i | -7 | 9 | 2
CSc1ccc(-c2nnn(Cc3ccccn3)n2)cc1 | -0.7 | 1 | -0.9 | 2 | 5 | -9 | i | 14 | 2 | 1
O=C1NC[C@H](Cc2ccc(O)cc2)N(CCc2cccc(F)c2)C1=O | -1.6 | . | -2.5 | . | -2 | . | i | -10 | -15 | 11
NCCCC(N)(C(=O)O)C(F)F (stereo not drawn) | -0.6 | -2 | -4.3 | 1 | 2 | -9 | i | 6 | 7 | -4
COC(=O)c1ccc(N2CCN(c3ccccc3)CC2)c(NC(=O)C2CC2)c1 | -0.1 | -1 | -0.3 | -1 | 1 | -7 | i | 12 | -6 | -1
CCn1cc(C(=O)NCCCN2CCC(C)CC2)c(=O)c2cc(S(=O)(=O)N3CCOCC3)ccc21 | -0.2 | 1 | -0.1 | 1 | -11 | -3 | i | 2 | 4 | 1
CCc1nc2ccccc2n(CCOCCn2c(=O)c(CC)nc3ccccc32)c1=O | 0.1 | -3 | 1.4 | -4 | 4 | -4 | i | 8 | 15 | -7
CCCn1cnnc1CNC(=O)[C@H]1O[C@@H](n2ccc(N)nc2=O)[C@H](O)[C@@H]1O | -0.2 | . | -1.6 | . | -2 | . | i | -7 | -9 | 5
Cc1ccc(NC(=O)c2cnc(SCC(=O)c3ccccc3)n(C)c2=O)cc1 | -0.5 | 4 | 8.4 | 12 | 0 | -1 | i | -12 | 2 | -5
CCCCOc1ccc(N2C(=O)C(C)CNC2=S)cc1 (stereo not drawn) | 0.0 | 4 | 0.2 | 0 | -1 | 0 | i | 6 | 5 | 0
COc1cccc(SCC(=O)N2CCN(c3ccccc3)CC2)c1 | 0.3 | 0 | -0.4 | -1 | -1 | -13 | i | -13 | 10 | 2
CCOC(=O)CCCc1c[nH]c2ccccc12 | -0.8 | 2 | 0.1 | -1 | -11 | 2 | i | 17 | 13 | -4
O=C(CSc1nc2ccccc2c2nc3ccccc3n12)NCc1ccco1 | 0.4 | 2 | 5.8 | 71* | 7 | 25 | i | 48* | -25 | 6
COc1ccc(N2CCN(C(=O)COC(=O)c3nc(Cl)ccc3Cl)CC2)cc1 | -0.3 | 1 | -1.5 | 2 | 1 | . | i | 1 | 10 | -5
COc1ccc(NC(=O)c2cc(-c3cc(OC)c(OC)c(OC)c3)nc3ccccc23)c(OC)c1 | -0.8 | 3 | 4.1 | -5 | -3 | 12 | i | 4 | -2 | -8
CCCNC(=O)CCc1nnc2ccc(N3CCC(C)CC3)nn12 | -0.7 | 0 | -0.5 | 1 | -3 | -9 | i | -25 | 6 | -1
O=C([C@H](Cc1ccc(O)cc1)n1cc(CCO)nn1)N1CCNCC1 | -0.1 | 0 | -4.1 | 0 | 0 | -7 | i | 8 | 0 | 6
c1ccc(Cn2ccnc2SCc2nnc(-c3ccccc3)o2)cc1 | -1.3 | 2 | -0.6 | 1 | -6 | -1 | i | -1 | 10 | 0

Source: PubChem

Random draw from the library; 4.6% or so of the library scored in one or more.
